High-throughput results as filed in PubChem BioAssay.
DENV2 CPE rescue = protects cells from dengue virus 2 cytopathic effect; DENV2-infected cells, cytopathic effect rescue, plate reader; 1.7% of 350,000 active; CPE inhibition, % at 9.99 µM; AID 651640; in the data active = CPE inhibition above about 20%, passing the limit was not always enough; tested in BHK-21 cells;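 note: 0% = median of neutral control wells and 100% = median of positive control wells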
C2C12 statin = suppressors of simvastatin-induced myotoxicity in C2C12 myotubes. ATP luminescence, 48 h; scaled: DMSO 0, geranylgeraniol control 100. rescue of ATP level, % at 7.49 µM. 0.78% of 330,000 active. AID 602340;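 active = mean ATP rescue above about 67%, or every replicate alone reaching that limit, limit read from the data, passing the limit was not always enough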;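 note: myotubes were challenged with 10 µM simvastatin during compound exposure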
PglD DTNB = PglD (C. jejuni) enzyme inhibition; purified PglD enzyme, DTNB colorimetric CoA detection; inhibition, % at 12.5 µM; 0.098% of 360,000 active; AID 602405; in the data active = inhibition above about 16%, passing the limit was not always enough; note: strong numbers were not always called active
SIRT5 inh = blocks human SIRT5 desuccinylation of peptide; inhibition, % at 15 µM; 1.1% of 330,000 active; Purified SirT5, succinyl-peptide AMC, trypsin-coupled fluorescence; in the data active = inhibition above about 15%
S100A4 inh HTS = inhibitors of human S100A4 binding to myosin IIA peptide; 0.14% of 360,000 active; AID 652163; P26447; inhibition, % at 10.7 µM; S100A4/TAMRA-MyoIIA peptide fluorescence polarization;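 active = mean inhibition of at least 70% across replicates, with every replicate also reaching that level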
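assay system = human S100A4 monomer with TAMRA-labelled myosin IIA peptide | also added = labelled myosin peptide probe, 5 nM | incubation = 5 min between mix addition and reading | control set = DMSO and TFP controls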
E-selectin induc = induces E-selectin expression in human endothelial cells; HUVEC E-selectin immunofluorescence imaging; normalized: neutral wells 0, TNF-alpha wells 100; activation, % at 7.58 µM; 0.37% of 260,000 active;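 active = mean E-selectin-positive cell signal at least 10% of the positive control, reached in at least 60% of replicates, without over 20% cell loss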;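 note: in these data hits start at about 27%; measured in HUVEC primary endothelial cells; signal is the percent of cells scored E-selectin positive by PE staining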
Target sequence (P16581 whole entry, looked up): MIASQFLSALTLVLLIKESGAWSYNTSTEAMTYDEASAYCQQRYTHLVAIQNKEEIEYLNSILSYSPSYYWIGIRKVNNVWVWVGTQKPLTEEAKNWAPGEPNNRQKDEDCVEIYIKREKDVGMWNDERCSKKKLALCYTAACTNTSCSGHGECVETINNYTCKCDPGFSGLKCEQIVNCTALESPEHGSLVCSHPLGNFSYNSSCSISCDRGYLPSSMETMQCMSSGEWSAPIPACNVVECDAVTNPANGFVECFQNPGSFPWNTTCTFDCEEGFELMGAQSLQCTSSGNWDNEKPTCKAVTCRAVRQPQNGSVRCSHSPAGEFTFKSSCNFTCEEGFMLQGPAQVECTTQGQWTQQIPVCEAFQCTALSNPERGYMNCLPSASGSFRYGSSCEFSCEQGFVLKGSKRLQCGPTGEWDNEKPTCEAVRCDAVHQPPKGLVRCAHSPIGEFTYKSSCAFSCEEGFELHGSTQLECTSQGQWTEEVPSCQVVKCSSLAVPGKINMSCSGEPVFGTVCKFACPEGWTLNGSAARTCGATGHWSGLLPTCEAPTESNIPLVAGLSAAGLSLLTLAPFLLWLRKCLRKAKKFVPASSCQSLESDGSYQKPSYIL
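Material: HUVEC primary endothelial cells; Amount: 3,000 cells per well; Dosing: single concentration; Medium: EGM-2 growth medium on 0.1% gelatin-coated wells; Read-out basis: percent E-selectin-positive cells; Signal: immunofluorescence imaging; Control set: TNF-alpha, DMSO.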
ERp5 inh = ERp5 (human) disulfide isomerase inhibition. Q15084. ERp5 insulin aggregation, absorbance 650 nm, 90 min. inhibition, % at 9.99 µM. 0.05% of 350,000 active. AID 651711;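 active = mean replicate inhibition above about 25%, with every replicate also reaching it, limit read from the data, passing the limit was not always enough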
Target sequence (Q15084 whole entry, looked up): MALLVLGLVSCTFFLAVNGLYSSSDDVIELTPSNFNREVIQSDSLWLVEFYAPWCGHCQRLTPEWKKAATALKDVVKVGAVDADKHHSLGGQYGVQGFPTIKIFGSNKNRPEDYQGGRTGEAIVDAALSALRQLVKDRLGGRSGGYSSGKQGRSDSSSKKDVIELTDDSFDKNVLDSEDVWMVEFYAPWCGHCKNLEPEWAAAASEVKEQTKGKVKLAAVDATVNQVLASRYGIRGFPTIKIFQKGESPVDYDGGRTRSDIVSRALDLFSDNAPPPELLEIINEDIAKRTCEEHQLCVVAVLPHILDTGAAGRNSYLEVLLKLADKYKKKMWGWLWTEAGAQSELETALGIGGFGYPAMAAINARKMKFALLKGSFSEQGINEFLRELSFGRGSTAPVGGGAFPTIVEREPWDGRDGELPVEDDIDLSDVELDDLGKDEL
* = called active by the depositor; nt = no result given. Some of the compounds tested (hit frequency here may not be typical).

Each structure is followed by: DENV2 CPE rescue | C2C12 statin | PglD DTNB | SIRT5 inh | S100A4 inh HTS | E-selectin induc | ERp5 inh
C[C@H](CO)N1C[C@H](C)[C@H](CN(C)C(=O)C2CCCCC2)OCCCC[C@H](C)Oc2ccc(NS(=O)(=O)c3ccc(Cl)cc3)cc2C1=O
 : 12 | nt | -3 | 6 | 6 | 0.0 | -2
COC(=O)c1ccc2c(c1C(=O)OC)CN(S(=O)(=O)C(C)(C)C)[C@H]2CCO
 : -5 | 7 | 4 | -1 | 3 | 0.0 | -1
CO[C@@H]1CN(C)C(=O)c2cc(NC(=O)c3nc4ccccc4s3)ccc2OC[C@@H](C)N(Cc2ccncc2)C[C@H]1C
 : 7 | -9 | 1 | 6 | 6 | -0.1 | -9
Cc1c(Cl)c([N+](=O)[O-])nn1CC(=O)N1CCCC1
 : 4 | nt | nt | -3 | 10 | nt | 3
CC(C)CC(Nc1ncnc2scc(-c3ccccc3)c12)C(=O)O (stereo not drawn)
 : -3 | 9 | -1 | 3 | -3 | 0.3 | 4
COCCNC(=O)C[C@H]1CC[C@H]2[C@@H](COC[C@H](O)CN2Cc2cccc(-c3ccncc3)c2)O1
 : -2 | 7 | 2 | -1 | -3 | 0.0 | -3
COc1ccc(CN(C)C2CCN(C)CC2)cc1OC
 : -6 | 1 | -1 | -1 | -13 | 0.4 | -9
CC(=O)c1ccc(NC(=S)Nc2cccc3cnccc23)cc1
 : 6 | nt | nt | -1 | 0 | -0.2 | -4
COc1ccc(C(=O)Nc2ccc(C)cc2C(=O)c2ccccc2)cc1
 : -2 | nt | nt | -2 | -1 | nt | 4
Cc1nc(N2CCN(C(=O)c3ccco3)CC2)nc2c1C(=O)CC(C)C2 (stereo not drawn)
 : 4 | 18 | 5 | -7 | -7 | nt | 1
CCN(CC(=O)NCc1ccc(F)cc1)CC(=O)Nc1ccc(Br)cc1F
 : -5 | 7 | -4 | nt | 3 | 0.0 | -9
Cc1cn(CC(=O)c2ccccc2)c2ccccc12
 : -8 | -10 | 0 | -2 | -2 | 0.5 | -1
COc1cc([C@@H]2CC=C(C(=O)O)[C@H](c3ccccc3F)N2S(=O)(=O)c2ccc(C)cc2)cc(OC)c1OC
 : 9 | -9 | 1 | -1 | -6 | -0.2 | 1
COc1ccc(OCc2nnc(SCc3ccc(C(=O)O)cc3)o2)cc1
 : 7 | nt | nt | 0 | 0 | nt | -5
Cn1c(SCc2cccc(Br)c2)nc2c1c(=O)[nH]c(=O)n2C
 : 2 | 0 | 1 | -2 | -1 | 2.5 | -1
CCS(=O)(=O)N1CCN(c2cc3c(cc2[N+](=O)[O-])n(C)c(=O)n3C)CC1
 : -1 | -6 | -1 | 0 | -1 | nt | -2
C[C@@H]1CN([C@H](C)CO)C(=O)c2cccc(NC(=O)c3ccncc3)c2O[C@H]1CN(C)Cc1ccc2c(c1)OCO2
 : 4 | -11 | 2 | 0 | 4 | -0.2 | 2
CC(C)n1ncc2c(C(=O)NCc3ccccc3CN(C)C)cc(C3CC3)nc21
 : 9 | -24 | 4 | -9 | -1 | -1.1 | -4
COc1ccccc1CCC(=O)Nc1cc(S(=O)(=O)N2CCCCC2)ccc1N1CCN(C)CC1
 : 2 | -18 | -1 | 9 | 1 | -0.7 | 2
Cc1ccc(S(=O)(=O)CCC(=O)OCC(=O)NCc2ccc(Cl)cc2)cc1
 : nt | nt | nt | -7 | -3 | nt | 7

A few values from above:
Cc1cn(CC(=O)c2ccccc2)c2ccccc12 in S100A4 inh HTS → -2
Cc1c(Cl)c([N+](=O)[O-])nn1CC(=O)N1CCCC1 in S100A4 inh HTS → 10
CC(C)CC(Nc1ncnc2scc(-c3ccccc3)c12)C(=O)O (stereo not drawn) in PglD DTNB → -1

Continuation.
Each structure is followed by: DENV2 CPE rescue | C2C12 statin | PglD DTNB | SIRT5 inh | S100A4 inh HTS | E-selectin induc | ERp5 inh
Cc1ccc(S(=O)(=O)N(C)c2ccc(OCc3cccc(C)c3)cc2)cc1
 : 7 | -14 | -3 | -1 | -2 | -0.9 | 1
CCOC(=O)N/N=C(\CCC(=O)O)c1cccs1
 : 15 | nt | 7 | -1 | 2 | nt | -1
C[C@@H]1CCCCO[C@@H](CN(C)Cc2ccncc2)[C@H](C)CN([C@H](C)CO)C(=O)c2cc(NC(=O)CCC(F)(F)F)ccc2O1
 : -7 | -7 | 1 | -5 | -26 | -0.1 | -2
CC(=O)N1CCN(CC(=O)Nc2ccccc2Sc2ccc(Cl)cc2)CC1
 : -2 | nt | nt | -2 | -6 | 1.1 | 0
Cc1ccc(NC(=O)COC(=O)C2CC2)cc1S(=O)(=O)N1CCOCC1
 : -4 | 0 | -5 | 1 | -15 | nt | -5
COc1ccc(C)cc1NS(=O)(=O)c1ccc2c(c1)NC(=O)C(C)S2 (stereo not drawn)
 : 0 | nt | nt | 2 | -5 | nt | 7
CN1C(=O)c2cc(NS(C)(=O)=O)ccc2OC[C@@H]2O[C@@H](CC(=O)N3CCOCC3)CC[C@H]21
 : 6 | -8 | 0 | 0 | 6 | -0.1 | -1
O=c1c2cccc(Cl)c2nc2n1Cc1ccccc1-2
 : -5 | nt | -4 | 2 | -2 | 5.4 | 5
COCCN1CCN(C(=O)C2CCC(=O)N(CCc3cccc(F)c3)C2)CC1 (stereo not drawn)
 : 4 | -10 | -2 | 1 | -2 | 0.6 | -1
C[C@]12CC[C@@H]3c4ccc(O)cc4CC[C@H]3[C@@H]1C[C@@H](O)[C@@H]2O
 : -3 | -4 | 4 | -3 | 1 | 0.0 | -5
Cc1cc(Br)c2nc(-c3ccccc3)c(Cc3cccc(Cl)c3)n2c1
 : -12 | nt | nt | -3 | -6 | 0.0 | -6
COc1ccccc1N(C)S(=O)(=O)c1ccc(Cl)c(C(=O)NNC(=O)c2ccccc2O)c1
 : -5 | 10 | -3 | 3 | -1 | -0.1 | 5
COC(=O)c1nc(NC(=O)C(C)C)n[nH]1
 : -3 | -14 | 1 | 0 | -5 | nt | 1
COC(=O)C1=CN(c2ccc(F)cc2)C=C(C(=O)OC)C1c1cccc(Br)c1
 : 1 | 3 | 0 | 2 | -2 | -0.1 | 1
CC(C)(CNC(=O)c1ccccc1NS(C)(=O)=O)N1CCCCC1
 : 1 | -1 | -2 | -5 | -1 | -0.1 | 3
O=S(=O)(c1cc(Cl)cc(Cl)c1O)N1CCC2(CC1)OCCO2
 : -2 | nt | 3 | -1 | 1 | -1.3 | -5
CCOC(=O)C1CCCN(C(=O)CCNS(=O)(=O)c2cc(Br)cnc2N)C1 (stereo not drawn)
 : 2 | -9 | 4 | -4 | -3 | nt | -2
CCCS(=O)(=O)c1csc(C(=O)OC)c1N
 : 9 | nt | 6 | -3 | -1 | -0.1 | -6
Cc1[nH]c2ccc(-c3nnc(SCC(=O)c4ccc(F)cc4)o3)cc2c1C
 : 5 | 3 | 5 | 1 | -2 | nt | 3
CCNC(=S)N(Cc1ccco1)Cc1cc2cc(OCC)ccc2[nH]c1=O
 : 2 | nt | nt | -2 | -1 | 2.4 | 5
CC1(C)CC(=O)C(C(C2=C(O)CC(C)(C)CC2=O)c2ccc(O)c([N+](=O)[O-])c2)=C(O)C1
 : -3 | nt | nt | 1 | -3 | nt | -6
Cc1nn(C(C)C(=O)NCC2CCCO2)c(=O)c2c1sc1ccccc12 (stereo not drawn)
 : 4 | -12 | 4 | -4 | -6 | nt | 1
COC(=O)/C=C/c1cnc[nH]1
 : 51* | 9 | -5 | nt | -1 | 0.7 | 8
CO[C@H]1CN(C)C(=O)c2cc(NC(=O)C3CCCC3)ccc2OC[C@@H](C)N(C(C)=O)C[C@@H]1C
 : nt | -9 | 1 | nt | nt | 0.4 | nt
O=C(CSc1ncnc2c1oc1ccccc12)NC1CCCCC1
 : 0 | 5 | 1 | -1 | 13 | 0.4 | -2
O=C(C[C@H]1CC[C@H]2[C@@H](COC[C@H](O)CN2CC2CCOCC2)O1)NCC1CC1
 : 11 | 1 | 0 | 0 | -2 | 0.0 | 3
O=C(c1ccc(-n2cncn2)c([N+](=O)[O-])c1)N1CCN(c2cccc(Cl)c2)CC1
 : 6 | 1 | 2 | 0 | -3 | -4.1 | -3
CCCC(=O)Nc1ccc2c(c1)C(=O)N(C)C[C@H](OC)[C@H](C)CN(C(=O)c1ccccn1)[C@@H](C)CO2
 : 4 | -15 | 2 | -2 | 3 | -0.2 | -2
Cc1ccc(S(=O)(=O)N(C)C[C@@H]2Oc3ccc(NS(=O)(=O)c4ccc(Cl)cc4)cc3CC(=O)N([C@@H](C)CO)C[C@H]2C)cc1
 : -4 | 45 | 3 | 9 | 2 | -0.2 | -4
CC1(C)Cc2nc3oc4c(NCCCN5CCOCC5)ncnc4c3cc2CO1
 : 0 | 4 | 0 | -7 | 1 | 6.3 | -1
N#CC1=C(N)Oc2cc(N)ccc2C1c1ccccc1Cl (stereo not drawn)
 : 6 | -5 | -4 | 0 | -6 | nt | 1
Brc1ccc(-c2nnc(Cc3ccccc3)o2)cc1
 : -2 | nt | 8 | -5 | -3 | nt | -10
Cc1cccc(C(=O)NCc2nnc3c4ccccc4c(-c4ccccc4)nn23)c1
 : -7 | nt | nt | 0 | -5 | -1.1 | 6
C[C@@H]1CN([C@@H](C)CO)C(=O)c2cc(NC(=O)NC3CCCCC3)ccc2O[C@@H]1CN(C)S(=O)(=O)c1ccc(Cl)cc1
 : -3 | 10 | -2 | 3 | 8 | 27* | -3
CCC(=O)c1cn(CC(=O)Nc2ccc(OC)cc2)c2ccccc12
 : -2 | 6 | 0 | -4 | -3 | 0.2 | 3
C[C@H](CO)N1C[C@H](C)[C@@H](CN(C)S(=O)(=O)c2ccc(Cl)cc2)Oc2ccc(NC(=O)Nc3cccc4ccccc34)cc2CC1=O
 : 42* | -24 | -3 | 12 | 2 | -0.1 | 5
CCCCn1c(=N)n(CC(=O)c2ccc(OC)cc2)c2ccccc21
 : -3 | nt | nt | -2 | 3 | nt | 2
CCC(=O)NCCc1nc2cc(NC(=O)Nc3ccccc3)ccc2n1C
 : 4 | -16 | 0 | 0 | 0 | nt | 6
O=c1[nH]c(/C=C/c2cccc([N+](=O)[O-])c2)c([N+](=O)[O-])c(=O)[nH]1
 : -2 | 5 | 2 | -3 | 2 | nt | 4
O=C(Nc1ccc(NC(=O)c2sc3ccccc3c2Cl)cc1)c1ccco1
 : 2 | nt | 4 | -1 | -9 | 1.8 | 1
CS(=O)(=O)N(CC(=O)N1CCCC1)c1cc(Cl)c(Cl)cc1Cl
 : 5 | 9 | 5 | -1 | -1 | nt | 6
C[C@@H]1CN([C@H](C)CO)C(=O)c2cc(NC(=O)NC3CCCCC3)ccc2O[C@@H](C)CCCCO[C@@H]1CN(C)C(=O)c1ccncc1
 : -8 | nt | 0 | nt | nt | -0.1 | nt
Cc1ccc(S(=O)(=O)Nc2ccc(N=Nc3ccc(O)cc3)cc2)cc1
 : 6 | nt | nt | -1 | 1 | nt | -12
CCOC(=O)N1CCN(C(=O)c2ccc(NS(=O)(=O)c3ccc4[nH]c(=O)[nH]c4c3)cc2)CC1
 : -2 | -12 | -2 | 5 | -21 | 0.3 | -2
O=C(CN1C(=O)/C(=C/c2ccccc2F)Sc2ccccc21)NCC1CCCO1 (stereo not drawn)
 : 3 | 20 | -2 | -2 | 0 | nt | -1
COc1ccc(C(=O)N2CCC2(C)C(=O)O)cc1C(F)(F)F (stereo not drawn)
 : -5 | -9 | 5 | -6 | -1 | 0.0 | 1
CCCNC(=O)Nc1ccc2c(c1)OC[C@H](C)N(C(=O)CC)C[C@H](C)[C@@H](OC)CN(C)C2=O
 : 31* | nt | nt | 3 | 1 | 0.1 | nt
O=C(C[C@H]1C=C[C@H](NC(=O)CC2CC2)[C@H](CO)O1)NCc1ccc(Cl)cc1
 : 1 | 6 | 8 | 1 | -3 | -0.1 | 1

3 compounds out of the list above, arranged by their value in SIRT5 inh, largest number first.
SMILES	DENV2 CPE rescue	PglD DTNB	SIRT5 inh	S100A4 inh HTS	ERp5 inh
CCOC(=O)N1CCN(C(=O)c2ccc(NS(=O)(=O)c3ccc4[nH]c(=O)[nH]c4c3)cc2)CC1	-2	-2	5	-21	-2
CCCNC(=O)Nc1ccc2c(c1)OC[C@H](C)N(C(=O)CC)C[C@H](C)[C@@H](OC)CN(C)C2=O	31*	nt	3	1	nt
Cc1ccc(S(=O)(=O)Nc2ccc(N=Nc3ccc(O)cc3)cc2)cc1	6	nt	-1	1	-12
